# Bioassay records (PubChem BioAssay)
# Tb PYK inh: qHTS of Trypanosoma Brucei Inhibitors. pyruvate kinase (Trypanosoma brucei), Q57TT1. TbPYK enzyme, Kinase-Glo Plus ATP luminescence, 45 min. Potency, µM (top dose mostly 76.8 µM), for inactives: at the highest dose activity, negative = inhibition, usual class: inhibitors. 0.12% of 410,000 active; active = well fitted inhibition curve with a large enough effect; inconclusive = small, poorly fitted or top-dose-only effect; note: nearly all actives have a fitted effect of over 50% in size
#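 Readout: single end-point luminescence (Kinase-Glo Plus, 10 min). Reaction conditions were TbPYK/substrate plus 130 uM ADP, 45 min at RT, pH 7.2 TEA buffer. No-enzyme wells served as controls, and data were normalized before concentration-response fitting.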
# The depositor's hits bear a star; ? = inconclusive; [ ] = dose if it differs, or a comment. % is set by controls: 0 for no effect and ±100 for the full control effect; potency is the fitted concentration of half-maximal effect. An excerpt. The share of hits here may be higher or lower than overall.
cpd	Molecule	Tb PYK inh
1	CCN(CC)C(=O)C1=C(C)N(CCC2=CCCCC2)C(=O)C(CC(=O)NCCc2ccccn2)C1 (stereo not drawn)	0.8%
2	Cc1ccccc1C#CC1=CC(=O)CC(C)(C)C1	8.7%
3	CN1CCN(C(CNC(=O)c2ccc(F)cc2)c2ccc3c(c2)OCO3)CC1 (stereo not drawn)	-9.9%
4	Cc1c(Cl)cccc1NC(=O)C(=O)NCC(c1cccnc1)N1CCN(c2ccccc2)CC1 (stereo not drawn)	0.8%
5	Cc1cc(C)cc(-n2nnc(-c3nsc(NC(=O)c4ccccc4Cl)n3)c2C)c1	2.7%
6	CCOc1ccc(C2c3[nH]c4ccccc4c3CCN2C(=O)CSCc2ccc(F)cc2)cc1 (stereo not drawn)	-1.6%
7	CC(=O)c1cc2c(cc1C)CCCC2(C)C	-2.5%
8	Cc1ccc(S(=O)(=O)CCC(=O)OCc2nnc(-c3ccc([N+](=O)[O-])cc3)o2)cc1	-1.3%
9	COCCN(CCOC)Cc1cc(=O)oc2ccc3ccccc3c12	-4.2%
10	Cc1cccc(C)c1NC(=O)C(c1ccccc1OC(F)(F)F)N1CCN(C/C=C/c2ccccc2)CC1 (stereo not drawn)	-0.6%

# Four of these compounds, reformatted.
10. Cc1cccc(C)c1NC(=O)C(c1ccccc1OC(F)(F)F)N1CCN(C/C=C/c2ccccc2)CC1 (stereo not drawn)
  Tb PYK inh = -0.6%
5. Cc1cc(C)cc(-n2nnc(-c3nsc(NC(=O)c4ccccc4Cl)n3)c2C)c1
  Tb PYK inh = 2.7%
4. Cc1c(Cl)cccc1NC(=O)C(=O)NCC(c1cccnc1)N1CCN(c2ccccc2)CC1 (stereo not drawn)
  Tb PYK inh = 0.8%
9. COCCN(CCOC)Cc1cc(=O)oc2ccc3ccccc3c12
  Tb PYK inh = -4.2%

# Remaining list, next part.
cpd	Molecule	Tb PYK inh
11	Cc1ccc(N2C(=O)C(CC(=O)Nc3ccc(F)cc3)N(CCC3=CCCCC3)C2=O)cc1 (stereo not drawn)	-2.2%
12	O=C(c1ccncc1)N1CCC2(CCCN(Cc3nccs3)C2)CC1	1.5%
13	COc1ccccc1CNC(=O)Cn1c(-c2ccc(F)cc2)cc(C(C)=O)c1C	0.1%[15.4 µM]
14	Cn1ccc2c(-c3ccc(CO)cc3)cc3c(c21)C1CCC3O1 (stereo not drawn)	1.7%
15	COC(=O)C1(NC(=O)CNC(=O)OCc2ccccc2)CCCC1	-4.5%
16	CCO[C@@H](Cc1ccc(OCCc2ccc(OS(C)(=O)=O)cc2)cc1)C(=O)O	-4.6%
17	COc1ccccc1CNC(=O)Nc1nc(C(N)C(C)C)cs1 (stereo not drawn)	-10.4%
18	Cc1ccc(NC(=O)C2CCC(CNS(=O)(=O)c3ccc4c(c3)CCCC(=O)N4)CC2)cc1F (stereo not drawn)	1.2%
19	Cc1ccc(S(=O)(=O)N2CCC(C(=O)OCC(=O)N(Cc3ccccc3)C(C)C)CC2)cc1C	-6.4%
20	COc1ccccc1CNC(=O)C1CCCN(c2nnc(C)c3c(C)n(-c4ccccc4)nc23)C1 (stereo not drawn)	2.1%
21	CCc1ccccc1NC(=O)C1CCCN(S(=O)(=O)c2ccc3[nH]c(=O)ccc3c2)C1 (stereo not drawn)	1.5%
22	CCOc1ccc(CCNC(=O)COC(=O)c2n[nH]c3ccccc23)cc1OCC	7.0%
23	CCOc1ccc(NC(=O)Cn2c(=O)cc(C)c3c(C)nn(-c4cccc(Cl)c4C)c32)cc1	6.1%
24	CC1(C)SC2C(NC(=O)C(c3ccccc3)S(=O)(=O)O)C(=O)N2C1C(=O)O (stereo not drawn)	-14.4%
25	COc1ccc(S(=O)(=O)N(C)Cc2nc(-c3cccc(C)c3)no2)cc1	6.0%
26	CCOC(=O)Cn1c(=O)cc(-c2ccccc2)c2c(C)nn(C)c21	0.0%
27	COCCNC(=O)C1(C)CCCN(C(=O)c2cccc(C#N)c2)C1 (stereo not drawn)	-6.4%
28	CCN1CCN(c2ccc(S(=O)(=O)N3CCOCC3)cc2NC(=O)CC(NC(C)=O)c2ccccc2)CC1 (stereo not drawn)	-16.1%
29	O=c1[nH]c2ccccc2n1C1CCN(C(CCc2ccccc2)c2nnnn2C2CCCC2)CC1 (stereo not drawn)	2.2%
30	O=C1C2CCC(C2)C1CN1CCOCC1 (stereo not drawn)	-8.9%
31	COc1ccc(C=CC(=O)c2ccc(OC)c(OC)c2)cc1O	-8.6%
32	Cc1cc(-c2cc(C(=O)Nc3ccccc3)on2)nc(NCC2CC2)n1	3.3%
33	CCOC(=O)c1c(S(=O)(=O)N2CCCC(C(=O)NCc3cccc(C)c3)C2)c(C)n(C)c1C (stereo not drawn)	0.0%
34	OC(COc1ccccc1)CN1CCCCC1 (stereo not drawn)	1.7%
35	CC1(C)N=C(N)N=C(N)N1c1ccc(OCC(=O)Nc2ccccc2)c(Cl)c1	1.6%
36	O=C(c1cc(C(F)(F)F)cc(C(F)(F)F)c1)N1CCC2(CC1)CCN(c1ccccc1)CC2	4.7%
37	Cc1cccc(Cn2c(COc3ccccc3)nc3ccccc32)c1	1.3%
38	Cc1ccc(N2CC(C(=O)Nc3cc(S(=O)(=O)N4CCCCC4)ccc3C)CC2=O)cc1 (stereo not drawn)	6.2%
39	Cc1ccc(C)c2sc(N3CCN(C(=O)C(C)(C)C)CC3)nc12	2.9%
40	CCOC(=O)c1c(C)oc2nc(C)nc(Nc3cc(C)cc(C)c3)c12	-5.1%
41	O=S(=O)(O)c1cc(O)c2ccc(Nc3ccccc3)cc2c1	-10.1%
42	Cc1ccc(C2C=C(c3ccccc3)Nc3ncnn32)cc1 (stereo not drawn)	-12.5%
43	COc1ccc(CCNC(=O)c2ccc3c(c2)N(Cc2ccc(Cl)cc2)C(=O)c2ccccc2S3)cc1OC	-1.2%
44	C[C@H](CO)N1C[C@H](C)[C@H](CN(C)C(=O)NC2CCCCC2)Oc2cc(-c3cccnc3)ccc2S1(=O)=O	3.3%
45	CCN(CC)CCCNC(=O)C(=O)Nc1ccc2nc3n(c(=O)c2c1)CCCCC3	3.7%
46	CN1CCN(C(=O)C(=O)Nc2c3c(nn2-c2ccc(F)cc2)CSC3)CC1	-2.4%
47	COc1ccc(NC(=O)COC(=O)C2COc3ccccc3O2)cc1 (stereo not drawn)	4.5%
48	CCOC(=O)c1ccccc1NC1(c2ccc(OC)cc2)C(=O)c2ccccc2C1=O	-4.7%
49	N#C/C(=C\c1c(Oc2ccc(Br)cc2)nc2ccccn2c1=O)c1nc2ccccc2s1	?
50	CCCC(CCC)C(=O)Nc1cccc(-c2nc3cccnc3s2)c1C	-0.8%
51	Cc1cc(C)cc(NC(=O)CSc2nnc(-c3cc4occc4n3C)n2-c2ccccc2C)c1	-0.3%
52	O=C(c1ccc(OC2CCN(CCCc3ccccc3)CC2)cc1)N1CCCC1	2.2%
53	CC(C)(CNC(=O)c1cccc(F)c1)CNC(=O)c1cccc(F)c1	-13.8%
54	CCC(C)[C@H]1CNC(=O)C(=O)N1CCc1cccc(F)c1 (stereo partly drawn)	-13.6%
55	CCOC(=O)c1cc(-c2ccccc2)n(-c2cccc(C(=O)NC(C)CC)c2)c1C (stereo not drawn)	1.1%[15.4 µM]
56	C[C@@H](N)Cc1cnc[nH]1	0.1%
57	Cc1ccccc1COC(=O)c1ccc(-c2nnn(Cc3ccccc3F)n2)cc1	5.0%
58	CC(=O)Nc1cccc2cc(S(=O)(=O)O)ccc12	-0.2%
59	CN1C(=O)Cc2cc(S(=O)(=O)CCC(=O)Nc3ccc(Cl)cc3)ccc21	3.4%
60	COc1ccc(-c2cn3cccnc3n2)cc1NC(=O)c1c(F)cccc1F	0.0%

# Other compounds.
cpd	Molecule	Tb PYK inh
61	CC1CN(C(=O)N2CCC(C(=O)NC3CCCCCC3)CC2)c2cc(Cl)ccc2O1 (stereo not drawn)	-3.0%
62	COC(=O)c1ccc2c(c1)N(Cc1nc(-c3ccc(Cl)cc3)oc1C)C(=O)C1CCCN21 (stereo not drawn)	2.6%
63	Cc1ccc(-c2nnc(SCC(=O)NCCC(C)C)nc2-c2ccc(C)cc2)cc1	-2.2%[15.4 µM]
64	Cc1cccc(C(=O)Nc2cccc(C(=O)OCc3cc(=O)n4ccsc4n3)c2)c1	-0.7%
65	CCOc1ccc(C(=O)Nc2ccc3oc(-c4cccc5ccccc45)nc3c2)cc1	-5.2%
66	COc1cc2c(cc1OC)n(CC(=O)c1ccc(C)cc1C)c(=O)n1nc(CCn3nc(C)cc3C)nc21	-8.2%
67	COc1ccc(OC2(C)CCN(Cc3ccccc3OC(F)F)C2)cc1 (stereo not drawn)	-2.9%
68	CCN1CCC(N(Cc2ccc3c(c2)OCO3)C(=O)Nc2ccccc2OC)CC1	0.5%
69	CCc1cccc(C)c1NC(=O)COCc1cc(-c2ccc3c(c2)OCO3)on1	4.1%
70	CCCSc1ncc(Cl)c(C(=O)Nc2sc3c(c2C(N)=O)CCCC3)n1	-5.5%
71	Nc1cc(=O)nc(SCC(=O)Nc2ccc(F)cc2)n1-c1ccc(Cl)cc1	0.3%
72	CCCC(=O)NCC(c1ccc2c(c1)OCO2)N1CCOCC1 (stereo not drawn)	0.2%
73	Oc1c(C(c2ccc(Cl)cc2Cl)N2CCOCC2)sc2nc(-c3ccco3)nn12 (stereo not drawn)	-7.4%
74	CCc1cccc(CC)c1NC(=O)C(CC)Sc1nc2ccsc2c(=O)n1CCC(=O)O (stereo not drawn)	-8.1%
75	O=C(NCc1ccccc1)c1ccc(NC(=O)N2CCSc3ncccc32)cc1	-4.2%[15.4 µM]
76	CCC(C)NC(=O)C1=CC(c2ccc3c(c2)OCO3)=NS(=O)(=O)N1C (stereo not drawn)	-12.3%
77	O=C(NC1CCCCC1)c1ccc2c(c1)N(Cc1ccccc1)C(=O)c1ccccc1S2	-3.2%
78	N#Cc1ccccc1S(=O)(=O)N1CCN(C(=O)c2cccc(S(=O)(=O)N3CCCC3)c2)CC1	-2.3%
79	CN(C)CCN(Cc1ccco1)C(=O)c1cc2c(s1)-c1ccccc1OC2	5.4%
80	Cc1ccc(NC(=O)C(=O)NCC2(c3ccccc3)CCCC2)cc1Cl	-6.5%
81	N#CC(c1ccccc1)C(CC(=NO)c1ccccc1)c1ccccc1 (stereo not drawn)	1.6%
82	CCC(Sc1nncn2c1cc1oc(C)cc12)C(=O)Nc1ccc(F)cc1 (stereo not drawn)	-9.3%
83	Cn1cnc(S(=O)(=O)N2CCCCC2c2cc(C(=O)NCc3ccc(F)cc3)no2)c1 (stereo not drawn)	3.8%
84	Cc1ccc(Cl)cc1-n1ncc2c(N3CCC(C(N)=O)CC3)ncnc21	2.5%
85	Cc1c(C(=O)NCc2ccc(N(C)C)cc2)oc2c1-c1nn(Cc3cccc(Cl)c3)cc1CC2	0.9%
86	CCOC(=O)C1=NN2C(O)C3(C)CC(C(=O)OCC)=NN3C(O)C2(C)C1 (stereo not drawn)	0.6%
87	CCOC(=O)c1cc(-c2ccccc2)n(CC(=O)Nc2ccccc2OCC)c1C	0.9%
88	COc1cc(NC(=O)CN2CCN(CC(=O)Nc3ccc(F)cc3)CC2)cc(OC)c1	-6.7%
89	CC(=O)n1nc(-c2cccnc2)nc1NCc1ccc(F)cc1	-0.9%
90	Cc1ccc(-c2nnc(SCC(=O)NCc3ccccc3)nc2-c2ccc(C)cc2)cc1	1.7%
91	Cc1ccccc1S(=O)(=O)NC(=O)C1(C)CCN1C(=O)C1(c2ccc(Cl)cc2)CCC1 (stereo not drawn)	-2.3%
92	CCCCN(C=O)c1c(CC)nc2c(OCC(=O)N3CCOCC3)cccn12	-12.9%
93	Cc1cn([C@H]2C[C@H](O)[C@@H](/C=C/C(=O)NCCc3cccnc3)O2)c(=O)[nH]c1=O	1.4%
94	O=C(COC(=O)c1cccc(Br)c1)Nc1cccc(S(=O)(=O)N2CCCCC2)c1	-6.8%
95	O=C(NCc1ccc2c(c1)CCN2C(=O)c1ccccc1)c1ccco1	-14.8%
96	O=C(C1CCN(S(=O)(=O)c2cccc3cccnc23)CC1)N1CCN(Cc2ccccc2)CC1	2.4%
97	CCOC(=O)C1CCCN(C(=O)c2sc(-c3ccccc3)nc2C)CC1 (stereo not drawn)	5.8%
98	CC1(C(=O)NS(=O)(=O)c2cccc(OC(F)F)c2)CCN1C(=O)COc1ccc(Cl)cc1 (stereo not drawn)	0.5%
99	COc1cc(CNc2nccn3ccnc23)cc(OC)c1	-7.1%
100	Cc1ccc(Cn2c(=O)n(-c3ccc(C)c(C)c3)c(=O)c3c(C)c(C)sc32)cc1	3.2%
101	Cn1c(=O)n(C/C=C/c2ccccc2)c(=O)c2c1nc1n2CCN1c1ccc(Cl)cc1	4.0%
102	COC(=O)[C@H]1C[C@@]2(O)CN(S(=O)(=O)c3ccc(C)cc3)C[C@@]2(OC(=O)Nc2c(C)noc2C)C[C@H]1C(=O)OC	-6.8%
103	CCc1cccc(CC)c1N1C(=O)CSCC1=O	8.6%
104	CC(C)O/C(=N/S(=O)(=O)c1ccc(Cl)cc1)c1ccccc1	1.5%
105	O=C(NCc1cccc(Br)c1)C1CCN(C(=O)c2sccc2-n2cccc2)CC1	3.2%
106	Cc1ccc(NC(=O)CN2C(=O)COc3ccc(S(=O)(=O)N4CCCCC4)cc32)cc1N(C)C	-1.6%
107	CN(C(=O)c1ccc(-c2ccccc2)cc1)C1CCCCC1	-0.3%
108	CCOc1ccccc1CNc1ncnc2onc(-c3ccc(F)cc3)c12	5.7%
109	CCOC(=O)[C@]12CCC=C1N(Cc1ccc3c(c1)OCO3)C(=O)[C@H](CC(=O)NCc1ccc(C)o1)C2	-0.1%
110	O=C(c1[nH]c(C(F)(F)F)nc1-c1ccccc1)N1CCN(c2c(Cl)cncc2Cl)CC1	8.7%
